# Compound activity from PubChem BioAssay.
# PAFAH1B2 inh: PAFAH1B2 (human) inhibition; P68402; recombinant PAFAH1B2, FP-rhodamine activity probe, fluorescence polarization; inhibition, % at 3.39 µM; hit rate 1.2% among 340,000; AID 492953;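 active means inhibition above the mean of all tested compounds plus 3 SD, cut at about 24% in these data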;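 further: 0% = enzyme with DMSO and 100% = wells lacking PAFAH1B2; many of its hits are not listed in these tables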
# PAD4 FP inh: PAD4 (human) enzyme inhibition. Q9UM07. recombinant PAD4, RCA probe fluorescence polarization. inhibition, % at 6.36 µM. hit rate 0.41% among 330,000. AID 485272;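 active means percent inhibition above a cutoff equal to the mean of all tested compounds plus 3 SD, cut at about 15% in these data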;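 further: 0% = PAD4 with RCA probe and DMSO and 100% = probe without PAD4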
# Target sequence (Q9UM07 whole entry, looked up): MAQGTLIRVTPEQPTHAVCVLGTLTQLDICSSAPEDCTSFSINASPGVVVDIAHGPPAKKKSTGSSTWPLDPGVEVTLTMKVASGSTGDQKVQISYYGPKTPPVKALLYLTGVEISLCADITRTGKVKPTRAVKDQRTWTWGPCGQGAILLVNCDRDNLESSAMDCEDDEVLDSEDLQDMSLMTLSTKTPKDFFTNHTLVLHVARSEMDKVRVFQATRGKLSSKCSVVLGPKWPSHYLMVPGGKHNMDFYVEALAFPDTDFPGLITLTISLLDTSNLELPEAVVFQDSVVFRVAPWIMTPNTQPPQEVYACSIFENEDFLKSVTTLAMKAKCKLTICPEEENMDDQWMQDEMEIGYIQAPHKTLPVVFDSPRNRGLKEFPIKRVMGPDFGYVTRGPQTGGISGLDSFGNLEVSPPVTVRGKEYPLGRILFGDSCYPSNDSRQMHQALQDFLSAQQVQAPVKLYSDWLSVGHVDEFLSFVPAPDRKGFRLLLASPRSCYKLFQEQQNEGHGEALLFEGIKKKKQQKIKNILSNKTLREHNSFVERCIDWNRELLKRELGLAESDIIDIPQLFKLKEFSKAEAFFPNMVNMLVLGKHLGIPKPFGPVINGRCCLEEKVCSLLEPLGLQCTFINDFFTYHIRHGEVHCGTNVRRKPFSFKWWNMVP
# PME-1 primary: PME-1 (human) inhibition; Q9Y570; hit rate 0.53% among 320,000; recombinant PME-1, FP-Rh probe fluorescence polarization; inhibition, % at 5.9 µM;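 active means inhibition above the campaign mean of all compounds plus 3 SD, cut at about 26% in these data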;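 further: competitive labeling of PME-1 active site by serine hydrolase directed probe; 0% = PME-1 with DMSO and 100% = wells lacking PME-1 enzyme; inhibitors block probe labeling so polarization falls and inhibition rises; many of its hits are not listed in these tables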
# Target sequence (Q9Y570 whole entry, looked up): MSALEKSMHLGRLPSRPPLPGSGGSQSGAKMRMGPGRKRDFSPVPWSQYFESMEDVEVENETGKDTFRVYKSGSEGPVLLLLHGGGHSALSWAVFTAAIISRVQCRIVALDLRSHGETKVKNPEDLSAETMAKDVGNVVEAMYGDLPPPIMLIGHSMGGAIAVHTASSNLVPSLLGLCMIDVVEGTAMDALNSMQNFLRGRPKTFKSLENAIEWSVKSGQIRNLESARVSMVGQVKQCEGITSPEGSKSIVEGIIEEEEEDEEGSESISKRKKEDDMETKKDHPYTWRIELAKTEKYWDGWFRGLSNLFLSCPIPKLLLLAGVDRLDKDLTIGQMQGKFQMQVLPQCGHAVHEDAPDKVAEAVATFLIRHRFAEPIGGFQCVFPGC
# LYPLA1 inh: LYPLA1 (human) inhibition in PME1 counter-screen; O75608; recombinant LYPLA1, FP-Rh probe fluorescence polarization; inhibition, % at 5.9 µM; hit rate 0.16% among 320,000;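 active means inhibition above the mean of all tested compounds plus 3 SD, set per campaign, cut at about 14% in these data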;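 further: inhibitors block serine hydrolase probe labeling of LYPLA1 so polarization falls; 0% = enzyme with DMSO and 100% = wells lacking LYPLA1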
# PREPL inhibitor: inhibits the human prolyl oligopeptidase-like enzyme; Q4J6C6; recombinant PREPL, fluorescence polarization activity-based probe; inhibition, % at 5.96 µM; hit rate 0.68% among 320,000; AID 2751; in the data active means inhibition above about 43%;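 further: 0% = enzyme with DMSO and 100% = wells lacking enzyme; many of its hits are not listed in these tables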
# LYPLA2 inh: LYPLA2 (human) inhibition in PME1 counter-screen; O95372; recombinant LYPLA2, FP-Rh probe fluorescence polarization; inhibition, % at 5.9 µM; hit rate 0.38% among 320,000;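 active means inhibition above the screen-wide mean plus 3 SD, limit set per campaign, cut at about 26% in these data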;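 further: 0% = LYPLA2 with DMSO and 100% = wells lacking LYPLA2 enzyme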
# PAFAH1B3 inh: blocks human PAF acetylhydrolase 1B catalytic subunit 3 | AID 492972 | inhibition, % at 3.39 µM | hit rate 0.28% among 340,000 | recombinant PAFAH1B3, FP-rhodamine probe, fluorescence polarization | Q15102;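 active means inhibition above the screen-wide average of all tested compounds plus 3 SD, cut at about 25% in these data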;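 further: 0% = enzyme with DMSO only and 100% = wells lacking PAFAH1B3 protein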
# GSTO1 counter: counter-screen for RBBP9 inhibitors: inhibitors of human GSTO1 | recombinant GSTO1, activity-based probe fluorescence polarization | inhibition, % at 5.96 µM | hit rate 1.1% among 300,000;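 active means inhibition above the campaign mean inhibition plus 3 SD, cut at about 35% in these data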;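 further: 0% = GSTO1-1 with DMSO and 100% = wells lacking GSTO1-1 enzyme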
# pPAFAH inh: pPAFAH (human) enzyme inhibition; AID 463082; recombinant pPAFAH, FP-rhodamine probe fluorescence polarization; hit rate 1.5% among 330,000; inhibition, % at 3.39 µM; Q13093;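 active means inhibition above the mean inhibition across the screen plus 3 SD, cut at about 25% in these data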;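 further: inhibitors block binding of the rhodamine activity-based probe so polarization drops; 0% = enzyme with DMSO and 100% = wells lacking pPAFAH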
# * = called active by the depositor; · = not tested or not shown. The list is partial; the hit share may differ from the screen's.
SMILES,PAFAH1B2 inh,PAD4 FP inh,PME-1 primary,LYPLA1 inh,PREPL inhibitor,LYPLA2 inh,PAFAH1B3 inh,GSTO1 counter,pPAFAH inh
Cc1cc(C)n(-c2cc(=O)n(C)c(=O)n2C)n1,-1,-1,3,0,-7,4,3,4,-1
COC(=O)c1ccccc1CSc1nsc(C)c1C#N,0,4,1,-2,-3,-1,17,7,7
CN(C(=O)c1c(Cl)nc2sccn12)C1CCCCC1,8,1,-3,-3,-1,4,5,1,1
CCOC(=O)C1=C(COC(=O)c2ccco2)NC(=O)NC1CC (configuration not stated),-4,-1,-3,2,-4,2,4,·,1
Cc1ccc(NC(=O)CCc2ccc(C)o2)cc1,-1,-1,6,1,7,-4,16,5,2
CCCNC(=O)Cn1cnc2sc(C(=O)N3CCN(CCC)CC3)c(C)c2c1=O,5,2,-7,2,12,7,8,1,0
Cc1cc(C)cc(NC(=O)CSc2nnc(-c3ccccc3Br)o2)c1,-1,-2,-1,-5,-15,-9,4,1,5
Cc1c(NC(=O)C(C)Oc2ccccc2F)c(=O)n(-c2ccccc2)n1C (configuration not stated),5,1,2,0,1,3,8,4,3
COc1ccc(NC(=O)CN(C)C(=O)/C=C/c2ccc(S(=O)(=O)N3CCCCCC3)cc2)cc1,4,3,-7,-1,12,-2,-2,-5,1
COc1ccccc1OCC(=O)NNC(=O)CSC(=S)N1CCCC1,4,0,-2,-2,3,0,6,·,1
N#CC1=C(N)SC(C(=O)c2ccccc2)C1c1cccs1 (configuration not stated),10,-1,-4,-1,-15,0,-3,5,8
CCC(C)NC(=O)CO/N=C/c1ccccc1OC(F)F (configuration not stated),-1,-10,1,-3,10,-3,1,8,-8
CCOC(=O)c1c(NC(=O)COC(=O)c2ccc(C)s2)sc2c1CC(C)(C)NC2(C)C,-5,-6,8,4,27,3,2,-3,2
CCN(C(=O)CN1C(=O)S/C(=C\c2cccc(Cl)c2)C1=O)C1CCS(=O)(=O)C1 (configuration not stated),3,5,-4,1,31,9,4,8,2
O=C(CCN1C(=O)C2C3C=CC(C3)C2C1=O)N1CCN(c2ccc(F)cc2)CC1 (configuration not stated),0,-2,0,-2,22,-1,8,-9,4
Cc1ccc2oc(C(=O)Nc3ccc(S(=O)(=O)Nc4onc(C)c4C)cc3)c(C)c2c1,1,4,-5,8,16,3,0,1,4
O=C(c1ccc(Cl)cc1)N(Cc1ccc(Br)cc1)N1C(=O)CCC1=O,11,4,1,1,8,4,5,5,1
O=C(Nc1ccc2nccnc2c1)c1ccco1,7,-2,-4,1,-1,4,13,2,7
CCC(=O)N1CCN(c2ccccc2NC(=O)c2ccc(-c3cccc([N+](=O)[O-])c3)o2)CC1,2,6,-7,-1,15,2,3,-2,10
COc1ccc(Cc2nnc(NC(=O)c3cccc([N+](=O)[O-])c3C)s2)cc1,14,-3,6,4,10,-1,3,-33,13
O=C(NCc1cccs1)C1CCC(CNS(=O)(=O)c2cccc3nsnc23)CC1 (configuration not stated),0,1,0,-1,-7,9,6,2,-3
Fc1ccc(Sc2cc(Cl)c(-c3ccccc3)nn2)cc1,1,-1,-2,1,-3,3,2,-1,5
Cc1ccc(C(=O)NC(=S)Nc2ccc(CN3CCCCC3)cc2)c(C)c1,3,-1,-7,0,6,-1,6,-4,3
Cc1nn(-c2ccccc2)c(C)c1-c1nnc(-c2c(C)nn(-c3ccccc3)c2C)o1,-6,1,-2,-3,2,-4,3,0,-5
CN(C1=NC(=O)CS1)c1ccc(O)cc1,4,-3,0,1,25,2,2,-1,0
Cc1ccc(NS(=O)(=O)c2ccc(C(=O)N3CCN(c4ccccn4)CC3)cc2)cc1,6,-2,6,-1,-1,0,0,1,25*
CCCCn1c(N)c(N(CC)C(=O)C2=NN(c3ccccc3)C(=O)CC2)c(=O)[nH]c1=O,3,1,-4,-2,2,1,1,·,0
COC(=O)c1ccccc1NC(=O)CSc1nc2ncccc2[nH]1,3,2,-3,3,-4,1,-3,3,4
O=C1NC(=Nc2ccc(F)cc2)CS1,5,-1,-18,-3,-3,2,-2,-2,4
Nc1c(C(=O)NCCC2=CCCCC2)sc2ccc(S(=O)(=O)N3CCCCC3)cc12,3,3,-5,-6,7,-13,4,-8,2

# An excerpt of these results, with tabs.
SMILES	PAFAH1B2 inh	PAD4 FP inh	PME-1 primary	LYPLA1 inh	PREPL inhibitor	LYPLA2 inh	PAFAH1B3 inh	GSTO1 counter	pPAFAH inh
Cc1ccc(NS(=O)(=O)c2ccc(C(=O)N3CCN(c4ccccn4)CC3)cc2)cc1	6	-2	6	-1	-1	0	0	1	25*
CN(C(=O)c1c(Cl)nc2sccn12)C1CCCCC1	8	1	-3	-3	-1	4	5	1	1
CCOC(=O)c1c(NC(=O)COC(=O)c2ccc(C)s2)sc2c1CC(C)(C)NC2(C)C	-5	-6	8	4	27	3	2	-3	2
O=C(NCc1cccs1)C1CCC(CNS(=O)(=O)c2cccc3nsnc23)CC1 (configuration not stated)	0	1	0	-1	-7	9	6	2	-3

# The results go on:
SMILES,PAFAH1B2 inh,PAD4 FP inh,PME-1 primary,LYPLA1 inh,PREPL inhibitor,LYPLA2 inh,PAFAH1B3 inh,GSTO1 counter,pPAFAH inh
O=C(Cn1nnc(-c2ccc(N3CCOCC3)cc2)n1)N1CCOCC1,·,-4,-4,-3,-2,2,·,4,3
CC(C)C(NC(=O)c1c(F)cccc1F)C(=O)NCc1ccc(S(=O)(=O)N2CCOCC2)cc1 (configuration not stated),0,3,1,-3,5,9,0,·,0
COc1ccc(C(c2nnnn2Cc2ccccc2)N2CCN(c3nc4ccccc4s3)CC2)cc1OC (configuration not stated),0,4,3,-3,39,-3,6,-6,6
CN(N)c1nc(N2CCCC2)nc(N2CCCC2)n1,6,0,5,2,2,1,-3,-4,7
Cc1cc(C)c2c(-c3ccc(F)cc3)c(C#N)c(=O)n(C)c2n1,3,-1,-9,0,-10,-2,-3,5,1
CCOc1ccccc1-c1ccc(C(=O)NCc2ccccc2)o1,1,-3,-8,-8,-14,-9,-5,2,2
COc1ccc(CCNC(=O)CCNC(=O)N2CC(=O)Nc3ccccc32)cc1,6,4,-10,6,0,1,8,-2,-5
CC(C)(C)NS(=O)(=O)c1ccc(NC(=O)C(Sc2ccccc2)c2ccccc2)cc1 (configuration not stated),-12,5,-55,-35,-26,-71,-21,-22,-10
CCCCC(CC)Cn1c(N)c(C#N)c2nc3ccccc3nc21 (configuration not stated),6,-2,0,1,9,-1,8,15,1
O=S1(=O)CCS(=O)(=O)C1c1ccccc1,1,-5,-4,-1,-7,-2,12,15,0
CC(N1CCOC1=O)S(=O)(=O)c1ccccc1 (configuration not stated),-5,5,1,1,-3,11,4,16,1
COc1ccc(N2CCN(C(=O)Nc3cccc(C(F)(F)F)c3)CC2)cc1,-1,2,11,1,-1,4,10,10,-3
NC(=O)C1=C[C@@H](c2ccccc2)C[C@@H](OCc2ccc(CO)cc2)O1,3,-7,-2,-2,-2,-6,5,-6,6
CN(C)C(=O)CSCc1c(Cl)cccc1Cl,0,3,-2,0,-3,2,5,1,1
Cc1nnc(SCC(=O)NC2CC2)s1,4,-3,-2,5,-4,8,-4,-2,0
CCOC(=O)C1CCN(C(=O)CNC(=O)Cn2c(C)cc3ccccc3c2=O)CC1,2,-2,2,2,0,29*,4,-3,4
CC1CCC2(CC1)NC(=O)N(NC(=O)c1cccc(N(C)C)c1)C2=O (configuration not stated),7,1,7,2,9,0,-2,·,-1
Cc1cc(NC(=O)CCCC(=O)N(CC(=O)NC2CCCCC2)c2ccccc2)no1,4,3,5,4,0,5,10,-4,0
Cc1c(C)n(C)c2ccc(C(=O)N3CCN(c4ccccc4)CC3)cc12,-2,-10,-2,-6,13,-3,3,0,5
O=C(Cn1cc(C(=O)C2CC2)c2ccccc21)Nc1ccc(F)cc1,7,-1,0,-5,2,4,9,5,3
Cc1ccc(OCCCCN2CCC(C)CC2)c(Br)c1,6,1,-2,2,23,3,-3,-3,-1
CC(O/N=C/c1ccccc1OC(F)F)C(=O)Nc1cccc(S(=O)(=O)N2CCOCC2)c1 (configuration not stated),-1,-6,3,-1,2,-4,0,1,4
O=C(CC1(O)C(=O)N(CCc2ccccc2)c2ccccc21)c1ccco1 (configuration not stated),8,-2,1,4,15,1,5,6,3
O=C(Cc1ccccc1)NN1C(=O)C2C3C=CC([C@@H]2C1=O)C31CC1 (some centres not stated),-2,-7,1,4,2,9,0,4,5
N#CCC(=O)Nc1ccc(C(=O)NNC(=O)c2ccccc2-n2cccc2)cc1,3,3,0,-5,17,-7,9,·,-1
CC(C)N1C(=O)c2ccccc2N(Cc2ccccc2)S1(=O)=O,1,0,-4,1,9,-3,3,-4,-5
COc1cccc(NS(=O)(=O)c2nc3nc(C)cc(C)n3n2)c1,0,5,5,-2,3,-15,-2,6,1
CCC(=O)c1ccc(N2CCN(C(=O)c3ccccc3Br)CC2)c(F)c1,4,2,6,-1,1,7,10,2,4
Cc1ccc2[nH]c(=O)c(CN(C(=O)c3cccc([N+](=O)[O-])c3)C(C)(C)C)cc2c1,6,-3,-3,1,16,-2,1,-2,-2
Cc1ccc(C)c(OCC(=O)Nc2cc(C)on2)c1,1,2,6,3,-5,7,4,2,6

# Part of the list above, reduced to PAFAH1B2 inh.
canonical_smiles | PAFAH1B2 inh
N#CCC(=O)Nc1ccc(C(=O)NNC(=O)c2ccccc2-n2cccc2)cc1 | 3
CC(C)N1C(=O)c2ccccc2N(Cc2ccccc2)S1(=O)=O | 1
COc1cccc(NS(=O)(=O)c2nc3nc(C)cc(C)n3n2)c1 | 0

# The results go on:
SMILES,PAFAH1B2 inh,PAD4 FP inh,PME-1 primary,LYPLA1 inh,PREPL inhibitor,LYPLA2 inh,PAFAH1B3 inh,GSTO1 counter,pPAFAH inh
CC(C)(C)n1nnnc1CN1CCSCC1,0,-6,0,2,-4,-6,6,-2,2
CC(=O)Nc1cc(NC(C)=O)cc(C(=O)OCC(=O)N(c2ccccc2)C2CCS(=O)(=O)C2)c1 (configuration not stated),1,-2,8,0,7,2,-1,·,2
Cc1ccc(C(=O)NC(NC(=O)c2ccc(C)cc2)C(Cl)Cl)cc1,-7,0,-22,-10,-16,-21,-2,-15,-5
CCOc1cccc(C(=O)NC(=S)Nc2ccc(Cl)cc2C(=O)O)c1,1,-1,5,3,7,7,4,2,-2
COc1cc(NC(=O)C2=COCCO2)c(OC)cc1Cl,1,-4,-4,-1,20,-3,8,9,-6
O=C1OCC(Cn2c3ccccc3c3ccccc32)O1 (configuration not stated),2,-5,-3,-1,15,3,2,-1,1
Cc1c(Cl)cccc1NC(=S)N1CCN(c2ncccn2)CC1,4,-9,4,0,-22,0,2,2,3
C/C(=N\Nc1cc(N2CCOCC2)nc(C)n1)c1ccc(F)cc1,1,-7,-1,0,9,-5,10,-4,2
Cc1ccc(C)c(N2CCN(C(=O)c3cc(S(=O)(=O)N4CCCC4)cn3C)CC2)c1,1,2,-3,1,37,2,10,4,-1
CCOC(=O)c1c(NC(=S)Nc2ccc(F)cc2)sc2c1CCC2,5,-1,-2,0,6,-5,-3,-2,-7
CC1=C(C(=O)Nc2ccccc2)C2(CCCCC2)C(C#N)=C(S)N1,1,-23,-3,3,-2,6,-7,-12,9
Cc1ccc(CNC(=O)[C@H](Cc2ccccc2)NC(=O)c2ccco2)cc1,7,2,-1,-3,-17,1,2,·,-1
Cc1ccc(S(=O)(=O)N2CCN(C(=O)c3ccccc3)C2C(C)C)cc1 (configuration not stated),3,2,2,1,15,-3,2,-2,-3
O=C(NNC(=O)c1cc2ccccc2o1)c1ccncc1,8,1,·,·,15,·,2,·,2
C=CCn1c(CSCc2ccc(F)cc2)n[nH]c1=S,22,5,-2,-2,-1,-2,8,4,0
